# PLK1 PBD block: blocks phosphopeptide binding to human PLK1 polo-box domain; Plk1 PBD binding of FITC phosphopeptide, fluorescence polarization; Potency, µM, for inactives: max response, negative = inhibition, usual class: inhibitors; 360,000 compounds, 2.8% hits; AID 720504; note: potency is the fitted concentration of half-maximal effect; series mostly up to about 57 µM; % is set by controls: 0 for no effect and ±100 for the full control effect; nearly all actives have a fitted effect of over 65% in size
# Target sequence (P53350 whole entry, looked up, the tested form may be a part): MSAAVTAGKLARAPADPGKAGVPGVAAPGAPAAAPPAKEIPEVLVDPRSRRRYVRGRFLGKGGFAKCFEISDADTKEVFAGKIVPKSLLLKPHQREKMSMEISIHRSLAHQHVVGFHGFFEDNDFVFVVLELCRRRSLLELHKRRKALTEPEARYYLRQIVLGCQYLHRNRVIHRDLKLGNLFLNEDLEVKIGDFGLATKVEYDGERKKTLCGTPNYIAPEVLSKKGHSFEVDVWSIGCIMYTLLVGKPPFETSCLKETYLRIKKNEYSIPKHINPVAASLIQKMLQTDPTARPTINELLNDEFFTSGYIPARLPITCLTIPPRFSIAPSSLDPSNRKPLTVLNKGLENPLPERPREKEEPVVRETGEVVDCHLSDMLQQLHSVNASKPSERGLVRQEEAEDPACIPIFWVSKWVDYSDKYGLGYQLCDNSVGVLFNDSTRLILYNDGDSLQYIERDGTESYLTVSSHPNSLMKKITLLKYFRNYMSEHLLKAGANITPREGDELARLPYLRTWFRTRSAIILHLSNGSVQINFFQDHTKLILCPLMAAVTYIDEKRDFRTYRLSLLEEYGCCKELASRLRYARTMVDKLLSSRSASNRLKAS
# GLP-1R agonist: agonists of human GLP-1 receptor; P43220; HEK293 GLP-1R CRE-luciferase, luminescence, 4-6 h; cells express a hypersensitive GLP-1R form; Potency, µM (series often up to 45.6 µM), inactives show at the highest dose activation, hits mostly activators; 380,000 compounds, 0.007% hits; AID 624172; note: potency is the fitted concentration of half-maximal effect; % of control where 0% means no effect
# Target sequence (P43220 whole entry, looked up): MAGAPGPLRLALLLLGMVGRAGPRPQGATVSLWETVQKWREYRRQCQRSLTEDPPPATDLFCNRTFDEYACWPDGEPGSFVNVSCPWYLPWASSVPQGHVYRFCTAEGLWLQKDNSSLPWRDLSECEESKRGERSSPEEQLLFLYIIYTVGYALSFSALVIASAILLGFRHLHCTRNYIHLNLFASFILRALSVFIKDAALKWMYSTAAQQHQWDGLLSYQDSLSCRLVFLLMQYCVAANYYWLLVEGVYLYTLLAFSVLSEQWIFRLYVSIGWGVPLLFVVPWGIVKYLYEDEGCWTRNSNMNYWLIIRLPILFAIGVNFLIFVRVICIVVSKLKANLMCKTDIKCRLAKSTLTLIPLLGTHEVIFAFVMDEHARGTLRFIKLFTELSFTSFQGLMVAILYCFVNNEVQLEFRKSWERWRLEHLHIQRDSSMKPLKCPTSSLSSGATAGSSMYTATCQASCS
# PI5P4Ka inh: blocks human PI5P4K alpha kinase activity; P48426; PI5P4Kalpha enzyme, ADP-Glo luminescence, 60 min; stronger effect = lower value; max response, %; 330,000 compounds, 1.2% hits; active = max response of -50% or lower; inconclusive = between -30% and -50%; inactive = -30% or higher; note: value at the top dose of about 77 µM; % is set by controls: 0 for no effect and ±100 for the full control effect
#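 Reactions run in 0.038 M HEPES pH 7.4, 0.28 mM EGTA, 0.1% CHAPS and 5% DMSO, with PI5P4Kalpha, substrate, compound and 5 microM ATP final, one hour at room temperature. Readout is ADP-Glo luminescence.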
# HEK293 tox: cytotoxicity in counter-screen for GLP-1R inverse agonists | HEK293 cAMP-luciferase reporter cells, luminescence, 24 h | Potency, µM (doses to about 38.3 µM), for the others: at the highest dose activity change, negative = inhibition, hits mostly inhibitors | 410,000 compounds, 0.13% hits;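 note: loss of luciferase light is scored as toxicity; potency is the fitted concentration of half-maximal effect; % is set by controls: 0 for no effect and ±100 for the full control effect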
#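 Luminescence readout: signal drop marks cytotoxicity. Plated cells grew 12 h at 37 °C, 5% CO2, received 23 nL compound for 24 h, then got luciferase reagent, read after 12 min at RT.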
# EPAC1 antagonist: antagonists of human EPAC1; Potency, µM (doses to about 115 µM), without a hit: at the top dose activity change, negative = inhibition, most hits filed as inhibitors; 360,000 compounds, 0.14% hits; EPAC1 GEF assay, Rap1b-BODIPY-GDP exchange fluorescence;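 note: potency is the fitted concentration of half-maximal effect; plate controls were vehicle for no effect and positive control for full effect; nearly all actives have a fitted effect of over 50% in size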
# PTHR1 agonist: activates the human parathyroid hormone receptor PTHR1. Q03431. HEK293 GP2 PTHR1 cells, GloSensor cAMP luminescence, 1 h. Potency, µM (top dose mostly 115 µM), without a hit: at the top dose activation, actives largely listed as activators. 410,000 compounds, 0.075% hits. AID 743266; note: potency is the fitted concentration of half-maximal effect; nearly all actives have a fitted effect of over 55% in size; some results filed as inactive show a strong effect at the top dose; inactives centre near -15; many of its hits are not listed in these tables
#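 HEK-293-derived GP2 cells expressing PTHR1 and a GloSensor cAMP reporter, 3,000/well, plated overnight, given luciferin plus IBMX (each 0.5 mM as added) for 1 h at 37 °C, then compound for 1 h at 37 °C. Luminescence was read after 15 min at room temperature.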
# GLP-1R inv ag: GLP-1 receptor (human) inverse agonism | Potency, µM (series often up to 38.3 µM), for the others: top-dose activity change, negative = inhibition, actives largely listed as inhibitors | 410,000 compounds, 1.6% hits | AID 624417 | P43220 | HEK293 GLP-1R CRE-luciferase, luminescence, 24 h; GLP-1R form is constitutively active; note: potency is the fitted concentration of half-maximal effect; % is set by controls: 0 for no effect and ±100 for the full control effect; nearly all actives have a fitted effect of over 55% in size
#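 GLP-1R inverse agonism mode: basal reporter luminescence in engineered HEK293 cells measured after one day of compound exposure at 37 deg C, with a 12 min room-temperature detection step.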
# EPAC1 ag: activates human EPAC1 exchange factor | O95398 | EPAC1 agonist qHTS, biochemical assay; response scale: 100% = response to 6.5 mM cAMP | Potency, µM (titrated, usually from 154 µM), for the others: at the highest dose activation, usual class: activators | 360,000 compounds, 0.073% hits; note: potency is the fitted concentration of half-maximal effect; nearly all actives have a fitted effect of over 60% in size
#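 Nucleotide exchange assay: 100 nM EPAC1 with 250 nM Rap1B loaded with BODIPY-GDP and 50 uM GDP, room temperature. Fluorescence (480/540 nm) read every 5 min for 30 min; signal change normalized to 6.5 mM cAMP as full agonist.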
# IL2 activator: IL-2 activation. activation, % (series mostly up to about 46 µM). IL-2 activation reporter assay, cell-based qHTS; stimulated with anti-CD3/CD4/CD28 beads; in transgenic mouse T cells. 360,000 compounds, 0.065% hits; in the data active = activation above about 50%; inconclusive = mostly about 30% to 49%; note: 0% is about no effect
#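 Unstimulated transgenic mouse T cells; 60-min compound exposure; bead-based TCR/CD4/CD28 stimulation; 18 h culture, 37 degrees C; dual fluorescence (EGFP, DsRed) plate cytometry.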
# * marks the source's active call; other numbers are inactive results; i = inactive; ? = inconclusive; · = no result given; [ ] = remark or other dose. Unless noted, calls come from the whole dose curve; as a rule, active = well fitted curve in the direction sought with a large enough effect; inconclusive = small, poorly fitted or top-dose-only effect, or another doubt; inactive = no such curve, though single readings can be large; an effect the other way counts as inactive or inconclusive.
# Start of the data: the first 6 records as a preview:
SMILES,PLK1 PBD block,GLP-1R agonist,PI5P4Ka inh,HEK293 tox,EPAC1 antagonist,PTHR1 agonist,GLP-1R inv ag,EPAC1 ag,IL2 activator
Cc1cccc(C(=O)NNC(=O)CN2C(=O)c3ccccc3C2=O)c1,-3%,-2%,6,10%,-9%,i,1%,13%,4.9
O=C(O)c1cccc(S(=O)(=O)N(Cc2ccccc2)c2ccc(Cl)cc2)c1,-10%,-4%,-4,1%,-8%,i,?,-3%,0.3
CCN(CC)C(=O)c1nc[nH]c1C(=O)N1CCC(C)CC1,-7%,-4%,0,9%,-7%,30%,10%,-8%,-0.4
COc1ccc(N(CC(=O)NCc2cccc(OC)c2)S(=O)(=O)c2c(C)noc2C)cc1,1%,-1%,-3,-8%,0%,i,-11%,-4%,0.1
NC(=O)C1CCN(C(=O)CN2C(=O)c3ccccc3S2(=O)=O)CC1,-2%,-2%,·,4%,-2%,i,0%,11%,1.0
COc1ccc(OC)c(C(c2nnnn2CC2CCCO2)N2CCN(C)CC2)c1 (configuration not stated),0%,-15%,10,3%,-1%,i,7%,7%,-0.5

# This part in full (from the top)
SMILES,PLK1 PBD block,GLP-1R agonist,PI5P4Ka inh,HEK293 tox,EPAC1 antagonist,PTHR1 agonist,GLP-1R inv ag,EPAC1 ag,IL2 activator
Cc1cccc(C(=O)NNC(=O)CN2C(=O)c3ccccc3C2=O)c1,-3%,-2%,6,10%,-9%,i,1%,13%,4.9
O=C(O)c1cccc(S(=O)(=O)N(Cc2ccccc2)c2ccc(Cl)cc2)c1,-10%,-4%,-4,1%,-8%,i,?,-3%,0.3
CCN(CC)C(=O)c1nc[nH]c1C(=O)N1CCC(C)CC1,-7%,-4%,0,9%,-7%,30%,10%,-8%,-0.4
COc1ccc(N(CC(=O)NCc2cccc(OC)c2)S(=O)(=O)c2c(C)noc2C)cc1,1%,-1%,-3,-8%,0%,i,-11%,-4%,0.1
NC(=O)C1CCN(C(=O)CN2C(=O)c3ccccc3S2(=O)=O)CC1,-2%,-2%,·,4%,-2%,i,0%,11%,1.0
COc1ccc(OC)c(C(c2nnnn2CC2CCCO2)N2CCN(C)CC2)c1 (configuration not stated),0%,-15%,10,3%,-1%,i,7%,7%,-0.5
COc1ccc(CNC(=O)COC(=O)c2cc3ccccc3o2)cc1,-5%,-17%,-8,-8%,-9%,i,-1%,16%,-0.5
Cc1cccc(NS(=O)(=O)c2ccc(C)c(C(N)=O)c2)c1,-6%,2%,-5,9%,-12%,i,8%,3%,0.6
CN(C(=O)CC(NC(=O)c1ccccc1Cl)c1ccccc1)c1ccccc1 (configuration not stated),-6%,17%,1,15%,-13%,i,?,10%,0.9
Cc1ccc(CN2CCN(Cc3cnc(N(C)C)s3)CC2CCO)o1 (configuration not stated),-15%,10%,2,-20%,4%,4%,3%,13%,-0.5
CCCOc1ccc(-c2nc(N3CCN(C)CC3)c3ccccc3n2)cc1,0%,34%,3,-8%,-26%,-3%,?,6%,-1.9
Cc1nc(NS(=O)(=O)c2ccccc2C)c2c3c(sc2n1)CCC3,-9%,-6%,-5,-6%,-3%,i,-20%,-6%,1.0
CCc1ccc(OCc2nnc(NC(=O)c3cccs3)s2)cc1,-2%,-15%,-4,-5%,-13%,i,1%,6%,-2.1
O=C(COC(=O)C1CC2C=CC1C2)Nc1ccccc1F (configuration not stated),-25%,13%,-5,1%,9%,-5%,-1%,-5%,-3.6
O=C(Nc1ccccc1)c1nc[nH]c1C(=O)NCCCCNC(=O)c1[nH]cnc1C(=O)Nc1ccccc1,-13%,-1%,2,-22%,-2%,i,4%,2%,-0.7
Oc1ccccc1/C=N/Nc1ccnc(SCc2ccccc2)n1,-13%,-14%,-11,-59%,18%,-16%,?,-4%,-0.2
CCCCn1c(N)c(N(CCOC)C(=O)COC(=O)CCOc2ccccc2C)c(=O)[nH]c1=O,-3%,2%,5,4%,15%,16%,3%,-1%,0.7
COc1ccc(-c2c[n+]3c(n2-c2ccccc2)SCC3)cc1OC,0%,0%,3,-1%,-9%,i,-2%,-5%,-4.6
O=C(NCc1ccc2c(c1)OCO2)C1CC(=O)N(CCc2ccc(Cl)cc2)C1 (configuration not stated),1%,1%,2,-10%,-6%,-13%,-6%,-22%,0.4
COc1ccc(CC(=O)N2CCN(c3ccc(C4=NNC(=O)CC4C)cc3)CC2)cc1 (configuration not stated),-15%,9%,5,-13%,6%,-15%,73%[activator],-15%,1.2
CCCCN1CC(N2CCN(C3CCN(C)CC3)CC2)CS1(=O)=O (configuration not stated),-2%,1%,4,4%,13%,-13%,10%,-1%,-0.2
CC(OC(=O)c1ccccc1NS(=O)(=O)c1cccc(N)c1)C(=O)N(C)Cc1ccccc1 (configuration not stated),0%,-3%,4,-21%,-18%,-21%,?,1%,-0.6
COc1ccccc1N(C(=O)c1snc(C(N)=O)c1N)C(C(=O)NCCC(C)C)c1ccco1 (configuration not stated),-6%,0%,·,6%,9%,i,0%,-9%,-1.5
Cc1cccc(NC(=O)C2CCCN2C(=O)OCc2ccccc2)c1 (configuration not stated),3%,9%,6,-7%,5%,i,0%,9%,-0.2
Cc1cc(C)cc(NS(=O)(=O)c2ccc(Oc3ncc(C(F)(F)F)cc3Cl)cc2)c1,-8%,-22%,·,?,?,-95%[inhibitor],?,-12%,1.1
SMILES,PLK1 PBD block,GLP-1R agonist,PI5P4Ka inh,HEK293 tox,EPAC1 antagonist,PTHR1 agonist,GLP-1R inv ag,EPAC1 ag,IL2 activator
COc1cc(/C=C2\SC(=N)N(c3ccc4c(c3)OCO4)C2=O)cc(OC)c1O,-8%,-2%,-28,-40%,-23%,i,141%[activator],-11%,-2.8
COCC(=O)NCCc1nc(-c2ccccc2)cs1,-8%,-2%,-1,2%,-6%,i,10%,1%,-0.2
CN(C)CCOC1c2ccccc2C=Cc2ccccc21,-3%,4%,-9,6%,-7%,-4%,?,0%,1.4
CC(=O)Nc1nc(-c2ccc3c(c2)CCO3)cs1,3%,-1%,6,5%,3%,-22%,13%,-10%,-0.4
CCOc1ccc(/C=N/NC(=O)c2c(-c3ccccc3)noc2C)cc1,-7%,0%,-5,0%,1%,-2%,17%,1%,6.6
CCOC(=O)c1ccc(N2CCOCC2)c(NC(=O)COCC(=O)O)c1,-9%,-3%,-9,14%,-11%,i,7%,6%,-2.8
CCCCCC(C(=O)O)C(C)CC(=O)NC1CCCCC1 (configuration not stated),-2%,-11%,-4,-5%,0%,i,1%,2%,2.7
COC(=O)c1[nH]c2c(c1C)C(=O)CC(c1ccc(OC)cc1)C2 (configuration not stated),0%,13%,4,-10%,-2%,i,16%,0%,0.2
CCN(CC1COc2ccccc2O1)C(=S)NC1CC2CCC1C2 (configuration not stated),-14%,-1%,-4,3%,-15%,-93%[inhibitor],?,26%,0.7
CCOC(=O)c1c(N2C(=O)Nc3ccccc3N2O)sc2c1CCCCC2,-22%,5%,-22,4%,16%,-19%,0%,11%,3.2
CCOc1ccc(NC(=O)N2CCC(NC(=O)C(Cc3ccc(OC)c(OC)c3)NC(C)=O)CC2)cc1 (configuration not stated),-8%,1%,0,4%,1%,-28%,-4%,-6%,-2.5
CN(C1CC(C)(C)NC(C)(C)C1)S(=O)(=O)CC12CCC(CC1=O)C2(C)C (configuration not stated),0%,0%,-7,3%,-21%,-5%,5%,6%,-2.1
Cc1ccc(N2C(=O)CSCC2=O)cc1,-5%,-6%,5,-4%,7%,i,0%,0%,0.1
Cc1c(-c2ccc(OCc3ccccc3)cc2)nc2ccccc2c1C(=O)O,2%,1%,11,-11%,-13%,-21%,9%,9%,-1.2
CCOC(=O)c1csc(-c2ccc(OC)c(OC)c2)n1,0%,29%,6,-3%,-6%,i,104%[activator],7%,-1.0
COc1cccc(NC(=S)N(CCCN2CCCC2)Cc2ccco2)c1,8%,-3%,3,-1%,3%,i,-12%,-6%,1.0
CCOC(=O)N1CCN(C(=O)CSc2ccc(-c3ccncc3)nn2)CC1,-5%,2%,-1,2%,-17%,-2%,-2%,5%,1.8
Cc1ccccc1NCC(=O)N/N=C\c1ccc([N+](=O)[O-])s1,0%,6%,11,-22%,-12%,-25%,-9%,13%,-0.1
CCN1/C(=C/C=C/c2oc3ccc4ccccc4c3[n+]2CC)Oc2ccc3ccccc3c21,81%[activator],1%,-74*,?,?,i,?,-8%,18
c1ccc2c(c1)C1=NCCN1c1ccccc1-2,6%,-10%,-4,?,6%,-24%,?,7%,-2.8
Cc1cc2ccccc2n2c(SCC(=O)Nc3ccc(S(=O)(=O)N4CCCCC4)cc3)nnc12,-4%,7%,-5,0%,-8%,i,6%,-8%,4.3
CCN(CC)C(=O)CN(c1cc(Cl)ccc1OC)S(C)(=O)=O,-13%,-9%,·,10%,3%,-17%,9%,9%,-1.4
Cc1[nH]c(=O)[nH]c(=O)c1S(=O)(=O)N1CCCC(C(=O)NCc2ccccc2Cl)C1 (configuration not stated),-8%,3%,7,12%,-14%,-3%,-2%,-2%,-4.3
CCOc1ccc(-n2c(=S)sc3c(=O)n(-c4ccc(F)cc4)c(SCC(=O)O)nc32)cc1,-3%,-8%,-3,35%[activator],4%,i,2%,1%,0.3
Cc1cc(Cl)ccc1-c1nc(NCCN(C)C)nc2ccsc12,-9%,7%,2,-14%,-8%,-16%,?,-14%,-0.4
CCc1nn2c(=O)cc(COC(=O)c3ccc(SC)cc3OC)nc2s1,4%,-16%,-14,-10%,10%,-7%,-7%,0%,-5.7
O=C(c1ncn(Cc2ccccc2)c1C(=O)N1CCc2ccccc2C1)N1CCc2ccccc2C1,-12%,5%,-23,9%,-13%,-25%,16%,10%,0.3
COc1cccc(CNC(=O)CN2C(=O)CSc3ccc(S(=O)(=O)N4CCCCC4)cc32)c1,-8%,-6%,-1,-16%,-1%,i,?,5%,-1.7

# Compound activity (PubChem BioAssay)

# This is a subset; the hit share may differ from the screen's.
